# 12-LOX inh = Primary qHTS assay for inhibitors of human arachidonate 12S-lipoxygenase (ALOX12): Round 2. Polyunsaturated fatty acid lipoxygenase ALOX12 (Homo sapiens), P18054. Potency, µM (highest dose often 108 µM), for inactives: at the highest dose activity change, negative = inhibition, usual class: inhibitors. 1.1% of 580,000 active. purified 12hLO, xylenol orange hydroperoxide absorbance. AID 1671190, 2021; further: on the % scale 0 is the no-effect control and ±100 the full control effect
# Target sequence (P18054 whole entry, looked up): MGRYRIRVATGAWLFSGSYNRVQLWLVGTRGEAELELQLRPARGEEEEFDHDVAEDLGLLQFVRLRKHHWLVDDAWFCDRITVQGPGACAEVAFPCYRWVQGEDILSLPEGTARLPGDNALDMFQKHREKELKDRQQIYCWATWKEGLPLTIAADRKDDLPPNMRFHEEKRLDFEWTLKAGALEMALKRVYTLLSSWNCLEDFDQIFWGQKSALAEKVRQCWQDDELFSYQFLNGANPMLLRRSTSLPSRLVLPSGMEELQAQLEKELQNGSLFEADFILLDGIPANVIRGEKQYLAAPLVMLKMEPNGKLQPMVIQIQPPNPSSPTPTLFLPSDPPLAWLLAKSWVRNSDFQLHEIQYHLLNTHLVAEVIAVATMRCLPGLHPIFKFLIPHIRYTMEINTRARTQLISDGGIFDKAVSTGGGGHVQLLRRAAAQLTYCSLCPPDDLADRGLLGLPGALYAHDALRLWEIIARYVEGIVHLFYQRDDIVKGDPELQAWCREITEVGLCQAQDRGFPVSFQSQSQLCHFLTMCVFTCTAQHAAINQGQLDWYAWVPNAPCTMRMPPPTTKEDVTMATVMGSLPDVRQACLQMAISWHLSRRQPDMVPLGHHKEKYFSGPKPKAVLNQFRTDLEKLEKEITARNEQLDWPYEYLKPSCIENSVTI
#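 Hydroperoxide product was detected by ferrous iron/xylenol orange as the 573 to 405 nm absorbance ratio. Arachidonic acid at 40 uM (final) was turned over for 30 min at room temperature by 150 nM human 12hLO, pH 7.0 Hepes buffer, after 15 min compound preincubation.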
# GRP78 ERSR act = qHTS for Inducers of the Endoplasmic Reticulum Stress Response (ERSR) in Human Glioma: qHTS; U87-MG GRP78 promoter luciferase reporter, 16 h; Potency, µM, inactives show at the highest dose activation, most hits filed as activators; 0.02% of 420,000 active; further: series mostly up to about 76 µM; % of control where 0% means no effect; nearly all actives have a fitted effect of over 35% in size
#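 Stably transfected U87-MG human glioma cells carrying a GRP78-based luminescent sensor were seeded at 1000 cells/well, pin-dosed with compounds and incubated 16 h. Luciferase reagent was then added, and end-point luminescence was read after 10 min at room temperature.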
# * marks the source's active call; other numbers are inactive results; ? = inconclusive; & = joins results of further samples; [ ] = dose if it differs, or a comment. The call rests on the fitted dose curve; in most records, active means well fitted curve in the direction sought with a large enough effect; inconclusive means small, poorly fitted or top-dose-only effect, or another doubt; inactive means no such curve, though single readings can be large; an effect the other way counts as inactive or inconclusive. Potency means the concentration at half of the fitted maximal effect.
SMILES	GRP78 ERSR act	12-LOX inh
Cc1ccccc1C(=O)NC(C)c1nnc2n1CCN(Cc1ccc(F)cc1)CC2 (stereo unspecified)	-4.3%	3.6%
CN(C)c1ncc2ncc(=O)n(CCC#N)c2n1	-2.3%	0.0%
CCCCCCCCCCCC(CC1OC(=O)C1CCCCCC)OC(=O)C(CC(C)C)NC=O (stereo unspecified)	-5.3%	-3.1%[57.4 µM]
O=C(c1csnn1)N1CCC2(CC1)CN(c1ccncc1)C2	-3.4%	-0.4%[57.4 µM]
Cc1cc(C)n(Cc2cccc(C(=O)NCC3Cc4cccc(-c5ncccn5)c4O3)c2)n1 (stereo unspecified)	-3.8%	9.7%
N[C@H](CS)C(=O)O	-1.7%	-1.1%
CN(C)c1ncc2nc(-c3cccc(C#N)c3)c(=O)n(CCC#N)c2n1	-5.9%	0.0%
O=C(c1ccncc1)N1CCC2(CCN(Cc3nccs3)CC2)CC1	-1.9%	9.2%[57.4 µM]
Clc1ccccc1-c1nc(NCc2cccnc2)c2ccccc2n1	3.4%	?
COC(=O)c1ccc(C(=O)NCC2Cc3cc(F)cc(-c4cncnc4)c3O2)cc1 (stereo unspecified)	?	16.2%
Cc1cccc(CNc2ncncc2-c2cccc(NS(C)(=O)=O)c2)c1	-0.6%	?
COc1ccccc1-c1ccnc(-n2ncc(C(=O)N(C)C(C)c3ccon3)c2C2CC2)n1 (stereo unspecified)	6.1%	2.2%
c1ccc2c(NC3CC3)nc(-c3ccoc3)nc2c1	-0.8%	?
O=C(c1ccco1)N1CCC[C@@]2(CCN(c3cccc(-c4ccccc4)c3)C2)C1	-3.8%	-27.9%[57.4 µM]
Cc1c2oc3c(C)ccc(C(=O)N[C@@H]4C(=O)N[C@H](C(C)C)C(=O)N5CCC[C@H]5C(=O)N(C)CC(=O)N(C)[C@@H](C(C)C)C(=O)O[C@@H]4C)c3nc-2c(C(=O)N[C@@H]2C(=O)N[C@H](C(C)C)C(=O)N3CCC[C@H]3C(=O)N(C)CC(=O)N(C)[C@@H](C(C)C)C(=O)O[C@@H]2C)c(N)c1=O	-6.7%&-6.1%	-3.3%[22.9 µM]
COc1ccc2[nH]cc(CCNc3cc(-c4ccc5c(c4)OCO5)ncn3)c2c1	0.8%	?
O=C(CN1Cc2ccccc2OC(c2ccccc2)C1)NCc1cccnc1 (stereo unspecified)	0.1%	?
COc1cc(CNCc2cc3cc(C)ccc3nc2-c2ccc(F)cc2)cc(OC)c1OC	2.5%	7.3%
Cc1oc(-c2ccccc2NC(=O)c2ccccn2)nc1CNC(=O)c1cccc(C#CC(C)(C)O)c1	5.1%	9.1%
COc1ccccc1-n1cc(CN2CCOc3ccc(CN4C[C@@H](C)O[C@@H](C)C4)cc3C2)cn1	-3.6%	11.4%
CS(=O)(=O)Nc1cccc(-c2nccc(Nc3ccc(F)cc3)n2)c1	-1.3%	?
COC(=O)[C@@H]1CC2=CC(=O)CC[C@]2(C)[C@@]23O[C@@H]2C[C@@]2(C)[C@H](CC[C@@]24CCC(=O)O4)[C@@H]13	-5.6%	246.2%[activator]
COc1cc(CN2CCC3(CC2)c2ccccc2[C@@H](NC(=O)c2ccccc2OC)[C@@H]3O)ccc1F	-2.2%	1.7%
CN(C)C(=O)c1ccc(-c2ccc3ncnc(N4CCC(C(=O)O)CC4)c3c2)cc1	-2.7%	?
COc1ccc2[nH]cc(CCNc3nc(-c4ccccc4OC)nc4ccccc34)c2c1	-7.8%	-13.1%
O=c1c(-c2ccc(F)c(F)c2)nc2cncnc2n1Cc1ccccc1	-4.5%	0.0%
O=C(CCCN1CCN(c2ccc(F)cc2)CC1)NC1c2ccccc2CSc2ccccc21 (stereo unspecified)	-5.3%	?
Cc1c(C(=O)N(C)C2CCOC2)sc2ncnc(NCC3(c4ccccc4)CCOCC3)c12 (stereo unspecified)	-4.2%	11.3%
Cc1ccc(C(=O)NCCc2nnc3n2CCN(Cc2ccnc4ccccc24)CC3)c(C)c1	-2.8%	-17.3%
CSc1ccc([C@H]2CN3CCC[C@H]3c3ccccc32)cc1	-3.6%	211.2%[activator]

# More entries.
SMILES	GRP78 ERSR act	12-LOX inh
CS(=O)(=O)Nc1cccc(-c2ccc3ncnc(N4CCOCC4)c3c2)c1	-0.6%	-4.2%
CCNc1ncc2nc(-c3cn(C)c4ccccc34)c(=O)n(C[C@H]3CCCO3)c2n1	-2.9%	?
O=S(=O)(c1ccccc1)N1CCC2(CCCN(c3ncccn3)C2)CC1	-3.3%	-19.1%[57.4 µM]
COc1ccc(F)c(CN2CCC3(CCC(CNC(=O)c4ccn(C)n4)O3)CC2)c1 (stereo unspecified)	-4.5%	-0.5%
O=C(NCCc1ccncc1)c1cnn(-c2ncc3c(n2)-c2ccccc2CCC3)c1C1CC1	-4.6%	3.4%
Cc1cc(C)n(-c2cccc(C(=O)NCC3Cc4cccc(-c5cccnc5)c4O3)c2)n1 (stereo unspecified)	-2.3%	6.8%
O=C(c1cnccn1)N1CCC2(CC1)CN(c1ccncc1)C2	-3.2%	-5.2%[57.4 µM]
CC1CN(CC(=O)NCCC2COc3ccccc3O2)Cc2cc(Cl)ccc2O1 (stereo unspecified)	-5.2%	7.1%
COc1ccccc1-c1ccnc(-n2ncc(C(=O)N(C)CCc3ccccn3)c2C)n1	0.3%	6.3%
Cc1ncc2c(c1CNC(=O)c1ccsc1)CCN(C(=O)c1c(F)cccc1Cl)C2	-1.9%	7.9%
O=c1c(-c2ccc(F)cc2)nc2cncnc2n1C1CC1	-5.2%	0.0%
C[C@@H](C[C@H](N)C(=O)O)C(=O)O	-1.4%	11.7%
COc1cccc(CN(C)C(=O)c2cnn(-c3nccc(-c4ccc5c(c4)OCO5)n3)c2C)c1	0.2%	7.0%
Cc1cnc(C)c(-c2ccc(F)c3c2OC(CNC(=O)/C=C/c2cccs2)C3)n1 (stereo unspecified)	-4.9%	6.5%
O=c1c(-c2cc(F)cc(F)c2)nc2cnc(N3CCNCC3)nc2n1-c1ccccc1	-3.2%	?
Clc1ccccc1-c1cncnc1NCCN1CCOCC1	?	?
N#Cc1cccc(NC(=O)N2CCCC3(CCN(C(=O)c4cc(C(F)(F)F)cc(C(F)(F)F)c4)CC3)C2)c1	-1.4%	-4.9%[57.4 µM]
CCNc1ncc2nc(-c3ccc(OC)cc3)c(=O)n(Cc3cccc(OC)c3)c2n1	-1.5%	77.7%[activator]
Clc1ccccc1-c1nc(NCc2cccs2)c2ccccc2n1	2.9%	?
CS(=O)(=O)N1CCC2(CCCN(C(c3ccccc3)c3ccccc3)C2)CC1	9.2%	-3.1%[57.4 µM]
CN(C)c1ccc(-c2cncnc2Nc2ccc(F)cc2)cc1	-4.0%	?
CNc1nc(-c2ccc(C(=O)N(C)C)cc2)nc2ccccc12	-1.0%	-18.2%
O=C(NCc1nnc2n1CCN(Cc1cccc(C(F)(F)F)c1)CC2)c1ccncc1	-4.0%	2.6%
COc1ccccc1CNc1ncncc1-c1ccc2c(c1)OCO2	-6.1%	?
Cc1cnc(CNc2ncncc2-c2c(C)noc2C)cn1	-3.1%	-18.1%
Cc1cnc(CNc2nc(-c3ccccc3C(F)(F)F)nc3ccccc23)cn1	1.8%	-20.7%
Cc1cnc(-n2ncc(C(=O)NCCN3CCOCC3)c2-c2cccs2)nc1-c1ccc(F)cc1	-2.1%	-6.7%
O=S(=O)(O)CCCS(=O)(=O)O	-5.2%	-6.8%
O=C(c1cc(C(F)(F)F)cc(C(F)(F)F)c1)N1CCC2(CC1)CN(c1ncccn1)C2	-4.3%	-7.0%[57.4 µM]
COc1ccccc1CNc1ncnc2ccc(-c3ccc(N(C)C)cc3)cc12	-2.2%	?

# Reprinted from the part before: two compounds, followed by the next part.
SMILES	GRP78 ERSR act	12-LOX inh
O=C(c1cc(C(F)(F)F)cc(C(F)(F)F)c1)N1CCC2(CC1)CN(c1ncccn1)C2	-4.3%	-7.0%[57.4 µM]
COc1ccccc1CNc1ncnc2ccc(-c3ccc(N(C)C)cc3)cc12	-2.2%	?
COCC(=O)N1CCC[C@@]2(CCN(c3ncccn3)C2)C1	0.0%	3.2%[57.4 µM]
COC(=O)N1CCC2(CCN(Cc3ccc(C#N)cc3)CC2)CC1	0.1%	5.9%[57.4 µM]
O=C(c1ccco1)N1CCC2(CCN(Cc3cc(C(F)(F)F)cc(C(F)(F)F)c3)CC2)CC1	-1.8%	?
Cc1cc2c(c(-c3cnccn3)c1)OC(CNC(=O)c1ccccc1C(F)(F)F)C2 (stereo unspecified)	-5.0%	28.8%
Cc1nc(C(=O)N(Cc2cc3ccc(F)cc3nc2N2CCC(O)CC2)CC2CCCO2)cs1 (stereo unspecified)	-6.6%	5.6%
Cc1c(C)c2c(c(C)c1O)CCC(C)(COc1ccc(CC3SC(=O)NC3=O)cc1)O2 (stereo unspecified)	0.0%&0.2%&-3.6%&-1.5%	?
CS(=O)(=O)N1CCC2(CCCN(Cc3ccc(C#N)cc3)C2)CC1	-3.3%	-10.3%[57.4 µM]
CC1OC(OC2C(CO)OC(OC3C(CO)OC(O)C(O)C3O)C(O)C2O)C(O)C(O)C1NC1C=C(CO)C(O)C(O)C1O (stereo unspecified)	-1.9%&-3.1%	0.0%
Cc1noc(C)c1C(=O)N1CCC2(CC1)CCN(C(c1ccccc1)c1ccccc1)CC2	-4.6%	-10.5%[57.4 µM]
O=C(c1cnccn1)N1CCC2(CC1)CCN(C(c1ccccc1)c1ccccc1)CC2	-1.2%	-0.8%[57.4 µM]
O=C(Nc1ccccc1)N1CC2(CCN(C(=O)c3cnccn3)CC2)C1	0.2%	-4.7%[57.4 µM]
COc1cc(=O)n2c(c1C(=O)N(C)Cc1ccsc1)CCN(Cc1c(C)nn(C)c1Cl)CC2	-4.1%	-4.9%
N#Cc1cccc(NC(=O)N2CCCC3(CCN(C(=O)c4ccco4)CC3)C2)c1	-4.6%	-7.7%[57.4 µM]
Cn1cccc1C(=O)N1CCC2(CCCN(C(c3ccccc3)c3ccccc3)C2)CC1	?	-5.4%[57.4 µM]
CCn1c(C)nc2cc(NS(=O)(=O)c3ccccc3)cc(C(=O)N3C[C@@H](C)O[C@@H](C)C3)c21	-0.2%	7.0%
N#Cc1cccc(-c2nccc(NCc3ccccc3)n2)c1	3.2%	?
COc1ccc(O)c(CN2CCC3(CCC(CNC(=O)c4ccccc4)O3)CC2)c1 (stereo unspecified)	-4.7%	?
CCc1ccc(C(=O)C(C)CN2CCCCC2)cc1 (stereo unspecified)	-5.7%	-14.6%[22.9 µM]
Cn1c(=O)c(-c2ccc(Cl)cc2)nc2cnc(N3CCNCC3)nc21	-1.3%	?
Cc1noc(-c2ccc(CSCCC(=O)O)cc2)c1NC(=O)OC(C)c1ccccc1Cl (stereo unspecified)	-1.6%	-28.8%[57.4 µM]
O=C(NCCc1nnc2n1CCN(Cc1ccc(F)c(F)c1)CC2)c1ccoc1	-4.3%	9.1%
COc1ccc(C(=O)c2ccc(C)cc2)c(O)c1	7.2%	?
O=C(c1cc(C(F)(F)F)cc(C(F)(F)F)c1)N1CCC2(CCN(Cc3ccccc3)CC2)CC1	-5.4%	3.2%[57.4 µM]
CC(C)c1c(C(=O)NCc2cccnc2)cnn1-c1nccc(-c2cccs2)n1	-0.9%	-7.6%
COc1ccc(CNc2nc(-c3cccc(NS(C)(=O)=O)c3)nc3ccccc23)c(OC)c1	1.1%	-21.5%
N=C(N)SCCc1ccc(OCc2ccc([N+](=O)[O-])cc2)cc1	-3.0%	?
COc1cccc(Cn2c(=O)c(-c3cc(F)cc(F)c3)nc3cnc(N4CCNCC4)nc32)c1	-2.3%	?
Cc1cccc(CNC(=O)c2c3n(c(C)cc2=O)-c2ccccc2SC(c2ccsc2)C3)n1 (stereo unspecified)	-4.0%	13.9%
CC(C)(C)C(=O)Oc1ccc(S(=O)(=O)Nc2ccccc2C(=O)NCC(=O)O)cc1	-1.7%	?
COc1ccc(O)c(CN2CCC3(CC2)c2ccccc2[C@@H](NC(=O)c2cccc(F)c2)[C@@H]3OC)c1	-2.4%	?

# Going on with the list.
SMILES	GRP78 ERSR act	12-LOX inh
CC(C)(O)C1CC[C@@]2(C)C3CCC4[C@@]5(C)CCCC(C)(C)C5C(O)C[C@]4(C)[C@]3(C)CC[C@@H]12 (stereo partly specified)	-5.2%	3.5%
O=c1c(O)c(-c2ccc(O[C@@H]3O[C@H](CO)[C@@H](O)[C@H](O)[C@H]3O)c(O)c2)oc2cc(O)cc(O)c12	-1.2%	-4.3%
COc1ccc(-c2nc3cnc(N4CCOCC4)nc3n(CCc3ccccc3)c2=O)cc1	-0.3%	0.0%
COC(=O)[C@@H]1CCCN1Cc1ccc2c(c1)CN(Cc1ccc(OC)c(C)c1)CCO2	-0.8%	-4.0%

# Not all compounds are listed; the hit share may differ from the screen's.
